# Screens from PubChem BioAssay.
# KCNQ1 pot: potentiates or activates the human KCNQ1 potassium channel; CHO-K1 KCNQ1, thallium flux FluxOR fluorescence; hits give high values; B-score at 10 µM; hit rate 0.35% among 310,000;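 active means fluorescence ratio B-score, a plate-corrected score, at least three library SD, with initial intensity B-score within 5 SD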
#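 assay system = KCNQ1-transfected CHO-K1 cells | medium = assay buffer with matched DMSO | probe or stimulus = depolarizing K+/Tl+ stimulus, K2SO4 and Tl2SO4 each 12.5 mM in 5x stock | dosing = single dose | incubation = dye 90 min, compound 20 min, room temperature | detection = kinetic FluxOR fluorescence, 10 s baseline plus 110 s post-stimulus | evaluation = ratio B score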
# KCNK9 block: blocks the human KCNK9 two-pore domain potassium channel; B-score at 10 µM; HEK293 KCNK9, FluxOR thallium flux fluorescence; hits give low values; hit rate 1.2% among 310,000;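 active means ratio B-score over 3 SD below the library mean, with starting fluorescence within 5 SD of its mean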;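 further: negative B-score means less thallium flux so channel inhibition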
# Target sequence (Q9NPC2 whole entry, looked up, the tested form may be a part): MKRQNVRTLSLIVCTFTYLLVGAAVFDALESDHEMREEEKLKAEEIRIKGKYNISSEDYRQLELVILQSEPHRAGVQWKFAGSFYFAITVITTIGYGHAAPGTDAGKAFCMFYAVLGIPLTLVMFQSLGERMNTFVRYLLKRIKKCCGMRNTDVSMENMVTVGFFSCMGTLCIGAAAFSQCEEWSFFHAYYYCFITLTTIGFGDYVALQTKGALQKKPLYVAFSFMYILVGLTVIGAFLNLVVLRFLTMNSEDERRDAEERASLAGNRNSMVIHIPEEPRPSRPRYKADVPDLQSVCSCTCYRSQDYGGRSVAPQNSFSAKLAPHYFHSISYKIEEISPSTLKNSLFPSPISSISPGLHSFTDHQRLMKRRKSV
# KCNK3 inh: human KCNK3 channel inhibition, primary screen | hit rate 0.84% among 340,000 | CHO-KCNK3 thallium flux, FluxOR fluorescence; hits give low values | AID 602410 | B-score at 10 µM;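 active means B-score under library mean minus 4 SD, starting fluorescence ratio at most library mean plus 5 SD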;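 further: more negative B-score means stronger inhibition of thallium flux through KCNK3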
# TRPC4 agonist: activators of mouse TRPC4 channel | Q9QUQ5 | HEK293 TRPC4beta/mu-opioid, Fluo4 calcium fluorescence; hits give high values | B-score at 10 µM | hit rate 0.49% among 310,000;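 active means B-score above 5 SD of library B-scores, and initial fluorescence ratio not above library mean plus 5 SD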;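 further: positive B-score marks a calcium rise read as TRPC4 activation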
#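 Assay system: HEK293 stable line with TRPC4beta plus mu-opioid receptor. Times: dye 45 min RT, read 110 s. Measured by: kinetic Fluo4 calcium fluorescence. Measure: B score of integrated ratio. Controls: assay buffer as low control, maximal DAMGO as high control.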
# hERG rescue: shields human hERG channel from block by proarrhythmic agents | CHO-hERG, FluxOR thallium flux, dofetilide IC70 present | activation (rescue from dofetilide block), less the hit threshold, % at 10 µM | hit rate 0.51% among 310,000;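 active means activation above the mean of controls blocked by dofetilide plus 5 SD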;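 further: thallium influx through hERG after potassium depolarization seen as dye fluorescence rise; in these data hits start at about 4.7%; inactives centre near -7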
# KCNQ1 inh: blocks the human KCNQ1 potassium channel; CHO-K1 KCNQ1, FluxOR thallium flux fluorescence; hits give high values; P51787; AID 2642; B-score at 10 µM; hit rate 1.3% among 310,000;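 active means compounds whose thallium flux B-score, printed positive for inhibition, exceeds three library SD while starting fluorescence stays within three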;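 further: channel opened by potassium depolarization with thallium stimulus after 20 min compound exposure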
# TMEM16A act: mouse TMEM16A channel activation, primary screen | HEK293 TMEM16A/YFP-H148Q/I152L, iodide quench fluorescence; hits give low values | B-score at 10 µM | hit rate 0.3% among 340,000 | AID 623877;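 active means fluorescence-ratio B-score plate-corrected deviation score at least 3 library SD below zero, with starting fluorescence score within 5 deviations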;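 further: channel opened by trigger with iodide after compound preincubation; score built on the fluorescence ratio of max minus min over baseline; more negative score means more quench and so TMEM16A activation or potentiation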
# DYRK1A inh: inhibitors of rat Dyrk1A kinase | inhibition, % at 12.5 µM | ADP-Glo luminescence, NFATc1 peptide | Q63470 | hit rate 0.43% among 310,000 | AID 504441; in the data active means inhibition above about 50%;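 further: plate controls were vehicle with enzyme for no effect and no enzyme for full effect; many of its hits are not listed in these tables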
# TRPC4 potent: allosteric potentiators of mouse TRPC4 channel; HEK293 TRPC4beta/mu-opioid, DAMGO EC20, Fluo-4 Ca2+ flux; hits give high values; B-score at 10 µM; hit rate 0.42% among 310,000; AID 2227;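 active means B-score of calcium response area above 5 SD of library B-scores, with initial fluorescence ratio within 5 SD of library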;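 further: B-score of integrated fluorescence ratio over time as area under calcium response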
# ANO1 block: mouse TMEM16A channel inhibition, primary screen; normalized B-score (activity score, 25-100; higher = stronger inhibition) at 10 µM; hit rate 1.2% among 310,000; Q8BHY3; HEK293 TMEM16A/YFP iodide influx fluorescence, ionomycin;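 active means ratio plate-corrected score three or more library SD toward inhibition, starting fluorescence score within five deviations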;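 further: score derived from kinetic fluorescence span divided by baseline fluorescence per well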
# HDAC3 inh: inhibitors of human histone deacetylase 3 | hit rate 0.15% among 320,000 | AID 2718 | recombinant HDAC3, fluorogenic peptide/trypsin coupled, fluorescence | O15379 | inhibition, % at 8.3 µM; in the data active means inhibition above about 26%, passing the limit was not always enough
# Target sequence (O15379 whole entry, looked up): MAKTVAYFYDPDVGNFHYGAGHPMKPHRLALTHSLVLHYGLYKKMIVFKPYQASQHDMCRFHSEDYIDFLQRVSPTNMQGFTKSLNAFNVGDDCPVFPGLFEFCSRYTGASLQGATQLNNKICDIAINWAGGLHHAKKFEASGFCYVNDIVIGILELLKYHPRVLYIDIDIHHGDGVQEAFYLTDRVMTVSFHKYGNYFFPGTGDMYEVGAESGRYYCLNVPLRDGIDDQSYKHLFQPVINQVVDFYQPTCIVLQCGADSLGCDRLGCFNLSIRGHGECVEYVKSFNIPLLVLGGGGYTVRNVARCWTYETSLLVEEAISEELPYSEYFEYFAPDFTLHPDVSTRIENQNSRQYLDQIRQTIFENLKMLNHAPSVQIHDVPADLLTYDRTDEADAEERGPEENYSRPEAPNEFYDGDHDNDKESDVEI
# The depositor's hits bear a star; i = inactive; x = no result given. These rows are one share of the data; count on the stated rates, not on these rows.
SMILES,KCNQ1 pot,KCNK9 block,KCNK3 inh,TRPC4 agonist,hERG rescue,KCNQ1 inh,TMEM16A act,DYRK1A inh,TRPC4 potent,ANO1 block,HDAC3 inh
COc1ccc(-n2c(SCc3ccccn3)nc3c(c2=O)SCC3)cc1OC,i,i,i,i,2,i,i,0,i,i,2
CCOC(=O)CSC1=NC(=O)/C(=C\c2ccc(OC(C)=O)cc2)S1,i,i,i,i,-6,i,i,86*,i,i,17
CCn1c(-c2ccc(F)cc2)n[nH]c1=S,i,i,i,i,-9,i,i,-21,i,i,8
COCCN(C(=O)c1csnn1)C(C(=O)NC1CCCCC1)c1ccc(Cl)cc1 (stereo not drawn),i,i,i,i,-4,i,i,-4,i,i,10
Cc1cccc(NC(=O)c2cc(Cl)sc2Cl)c1C,i,i,i,i,-3,i,i,1,i,i,4
CCOc1ccc(NC(=O)c2cc(S(=O)(=O)N3CCCCC3)c[nH]2)cc1,i,i,i,i,-15,i,i,2,i,i,-1
CNS(=O)(=O)c1cc(N(C)S(=O)(=O)c2ccc(C)cc2)c(C)cc1C,i,i,i,i,-13,i,i,2,i,i,12
O=C(O/N=C/C1=C(Cl)c2ccccc2CC1)c1ccc(F)cc1,i,i,i,i,-5,i,i,-8,i,i,-12
COc1ccc(S(=O)(=O)N(C)C)cc1NC(=O)CSc1nncs1,i,i,i,i,1,i,i,x,i,i,-1
Cc1ccc(-n2[nH]c3c4c(ccc3c2=O)C(=O)c2ccccc2C4=O)cc1,i,i,i,i,-1,i,i,-1,i,i,-2
CCc1ccc(Nc2nc(N)nc(CSc3nnnn3-c3ccccc3)n2)cc1,i,i,i,i,-12,i,i,x,i,i,10
COc1cccc(Nc2nc(-c3sc(NC(=O)c4ccco4)nc3C)cs2)c1,i,-11*,i,i,-26,i,i,42,i,i,4
COc1ccc(-c2occ(C(=O)O)c2C(=O)O)cc1,i,i,i,i,-2,i,i,-6,i,i,-9
O=C(N/C(=C/c1ccc(Cl)cc1)c1nc2ccccc2[nH]1)c1ccco1,i,i,i,i,-10,i,i,-1,i,i,-1
CCOC(=O)c1ccccc1NC1OC(=O)c2ccccc21 (stereo not drawn),i,i,i,i,-7,i,i,-1,i,i,3
N#Cc1cnc2c(-c3ccccc3)c(-c3ccccc3)nn2c1N,i,i,i,i,-1,i,i,-22,i,i,-5
CSCCC(NS(=O)(=O)c1ccc2c(c1)oc(=O)n2C)C(=O)NC1CCN(Cc2ccccc2)CC1 (stereo not drawn),i,i,i,i,-13,i,i,-2,i,i,-1
CC(C)CC(=O)Nc1ccc(OCC(=O)O)cc1,i,i,i,i,-11,i,i,-8,i,i,2
COc1ccc(NC(=O)CSc2nnc3ccc(-c4cccnc4)nn23)cc1,i,i,i,i,-4,i,i,7,i,i,-1
COc1ccc(OC)c(CNC(=O)CCC(=O)N2Cc3cccc(OC)c3Oc3ncccc32)c1,i,i,i,i,-8,i,i,1,i,i,-8

# Next part; it opens with the 2 that closed the last part.
SMILES,KCNQ1 pot,KCNK9 block,KCNK3 inh,TRPC4 agonist,hERG rescue,KCNQ1 inh,TMEM16A act,DYRK1A inh,TRPC4 potent,ANO1 block,HDAC3 inh
COc1ccc(NC(=O)CSc2nnc3ccc(-c4cccnc4)nn23)cc1,i,i,i,i,-4,i,i,7,i,i,-1
COc1ccc(OC)c(CNC(=O)CCC(=O)N2Cc3cccc(OC)c3Oc3ncccc32)c1,i,i,i,i,-8,i,i,1,i,i,-8
C=CCNC(=S)N1CCN(CCN=CC2=C(O)CC(c3cccs3)CC2=O)CC1 (stereo not drawn),i,i,i,i,-21,i,i,1,i,i,2
CC(C)(C)[C@@H]1C=C(C(=O)N2CCN(Cc3ccccc3)CC2)O[C@H](OCc2ccc(CO)cc2)C1,i,i,i,i,-8,i,i,3,i,i,7
CCc1ccc(C(CC(=O)O)N2Cc3ccccc3C2=O)cc1 (stereo not drawn),i,i,i,i,0,i,i,3,i,i,-5
CCC(=O)Nc1nc2nc(-c3ccccc3)cc(=O)n2[nH]1,i,i,i,i,-10,i,i,7,i,i,-2
Nc1nc(Cn2nnc(-c3ccccc3Cl)n2)nc(N2CCOCC2)n1,i,i,i,i,-15,i,i,-4,i,i,-11
CCCNC(=O)c1ccc(N2CCC3(CC2)CC(c2cccc(Br)c2)=NO3)c(NC(=O)c2ccco2)c1,i,i,i,i,-13,6*,i,-18,i,i,0
Cc1ccc(NC(=O)COC(=O)CCC(=O)c2cccs2)cc1,i,i,i,i,-5,i,i,-1,i,i,-7
COc1ccc(/C=N/Nc2nnc(-c3ccccc3)c(=O)[nH]2)cc1,i,i,i,i,-4,i,i,0,i,i,1
CN(/N=C/c1cccnc1)C1=NS(=O)(=O)c2ccccc21,i,i,i,i,-6,i,i,-1,i,i,1
COc1cc(C(=O)NC(C)Cc2cccs2)cc(OC)c1OC (stereo not drawn),i,i,i,i,-4,i,i,0,i,i,1
O=C(OC(C(=O)Nc1ccc(Cl)cc1C(F)(F)F)c1ccccc1)c1c(Cl)cccc1Cl (stereo not drawn),i,i,i,i,-8,i,i,-1,i,i,4
CCOc1ccccc1NC(=O)C1CCC(CNc2c(N3CCCCC3)c(=O)c2=O)CC1 (stereo not drawn),i,i,i,i,-11,i,i,1,i,i,1
O=C(N/N=C1\CCc2ccccc21)c1ccccc1Cl,i,i,i,i,-9,i,i,2,i,i,2
CCCC(=O)Nc1nc2ccc(OCC)cc2s1,i,i,i,i,-8,i,i,20,i,i,-4
O=C(CN1CCN(S(=O)(=O)c2ccc(Br)cc2)CC1)Nc1ccccc1C(=O)c1ccccc1,i,i,i,i,-6,i,i,-6,i,i,2
COC(=O)c1[nH]c2ccccc2c1NC(=O)Oc1ccccc1,i,i,i,i,-8,i,i,15,i,i,1
CCCCCOC(=O)C(C)Sc1n[nH]c(=O)[nH]c1=O (stereo not drawn),i,i,i,i,-10,i,i,-2,i,i,-4
CC(=O)Nc1ccc(C(=O)Nc2cccc(-c3cnc4ccccc4n3)c2)cc1,i,i,i,i,-10,i,i,-3,i,x,x
CCCCn1c(N)c(N(CC(C)C)C(=O)c2cc(=O)[nH]c3ccccc23)c(=O)[nH]c1=O,i,i,i,i,-12,i,i,x,i,i,2
O=C(Cn1[nH]c(=O)c2ccccc2c1=O)NC1CCN(Cc2ccccc2)CC1,i,i,i,i,-11,i,i,1,i,i,1
COc1cc2c(cc1OC)CN(C(=O)c1ccc(S(=O)(=O)N3CCCC3)cc1)CC2,i,i,i,i,-9,i,i,-5,i,i,1
CC1CN(c2nnnn2-c2ccccc2)CC(C)O1 (stereo not drawn),i,i,i,i,-5,i,i,6,i,i,2
CCOCCCNC(=O)C(NC(=O)c1ccc2c(c1)OCO2)c1ccc(OC)cc1 (stereo not drawn),i,i,i,i,-6,i,i,-5,i,i,-2
Cc1cccc(N(CC(=O)NC2CCCC2)C(=O)c2csnn2)c1C,8*,i,i,i,-3,i,i,-4,i,i,1
Cc1ccc(CN(C(=O)c2ccc([N+](=O)[O-])cc2)C2CCS(=O)(=O)C2)o1 (stereo not drawn),i,i,i,i,-7,i,i,7,i,i,-1
CCN(CC)c1nc2c(c(=O)n(C)c(=O)n2C)n1CC(=O)c1ccccc1,i,i,i,i,-7,i,i,x,i,i,-1
Oc1ccccc1N1CCN(c2nnnn2-c2ccccc2)CC1,i,i,i,i,-10,i,i,-6,i,i,2
O=C1CC(c2ccccc2)CC(O)=C1C=NCc1ccc(Cl)cc1 (stereo not drawn),i,i,i,i,0,i,i,5,i,i,-4
CC(=O)c1ccc(OCc2cc(C(=O)NCCN3CCCC(O)C3)no2)cc1 (stereo not drawn),i,i,i,i,-6,i,i,-1,i,i,-2
O=C(N/N=C/c1c(O)ccc2ccccc12)c1ccc[n+](CCO)c1,i,i,i,i,-8,i,i,1,i,i,8
O=C(N/N=C/c1ccc([N+](=O)[O-])o1)c1sc2ccccc2c1Cl,i,i,i,i,-1,i,i,12,i,i,3
CCOc1ccccc1C1CC(=O)Nc2cc(OC)c(OC)cc21 (stereo not drawn),i,i,i,i,-7,i,i,-8,i,i,-9
O=C(Nc1ccccc1F)c1ccc(S(=O)(=O)NCC2CCCO2)cc1 (stereo not drawn),i,i,i,i,-12,i,i,-7,i,i,7
COc1ccc(/C=C(\C#N)C(=O)NCc2cccnc2)cc1OC,i,i,i,i,-6,i,i,0,i,i,-1
CCC1CN(C(=O)N2CCC(C(=O)NCc3ccc(C)o3)CC2)c2ccccc2O1 (stereo not drawn),i,i,i,i,-13,i,i,x,i,i,5
CC(=O)c1cccc(NC(=S)NC(=O)c2ccc(Cl)cc2)c1,i,i,i,i,-8,i,i,4,i,i,-3
CCCCCCNC(=O)Nc1ccccc1,i,i,i,i,-8,i,i,4,i,i,3
CN(C)CCCNc1ncnc2c1cnn2-c1ccccc1,i,i,i,i,-4,i,i,3,25*,i,-4
O=C(CSc1nnc(-c2ccco2)n1Cc1ccccc1)NCc1ccccc1,i,i,i,i,-6,i,i,1,i,i,3
O=C(CCS(=O)(=O)c1ccccc1)Nc1ccc(Cl)cn1,i,i,i,i,-4,i,i,4,i,i,-2
O=S(=O)(CCN1CCOCC1)c1ccc(OC(F)(F)F)cc1,i,i,i,i,-2,i,i,4,i,i,1
O=c1c2ccccc2nnn1CSc1nc2cc(Cl)ccc2c(=O)n1Cc1ccco1,i,i,x,i,-17,i,x,x,i,i,0
NC(N)=Nc1nc(-c2ccccc2)c2cc(Cl)ccc2n1,i,-6.9*,i,i,-32,i,i,24,i,i,-16
CNC(=S)NNc1nc(N2CCOCC2)nc(N2CCOCC2)n1,i,i,i,i,-7,i,i,-1,i,i,-7
COc1ccc(C)cc1NC(=O)CCC(=O)Nc1nnc(C2CCCCC2)s1,i,i,i,i,-6,i,i,-3,i,i,-11
CCOc1ccc(-n2ccnc(SCC(=O)Nc3cccc(OC)c3)c2=O)cc1,i,i,i,i,-1,i,i,x,i,i,x
O=C(Nc1ccccc1Cl)NC1CCCCCCC1,i,i,i,i,-14,i,i,0,i,i,2
NC(=O)c1cc2ccc(O)cc2oc1=Nc1ccccc1,i,i,i,i,-10,i,i,58*,i,x,x
O=C(CCc1c[nH]c2ccccc12)NCCc1ccc(Cl)cc1,i,i,i,i,-5,i,i,10,i,i,4
